Source: PubChem BioAssay (Southern Research Specialized Biocontainment Screening Center)
K1F lysis inhibition = inhibition of K1F phage lysis, E. coli UTI89, bacterial capsule biogenesis inhibitors, alamar blue (AID 488966) | actives 0.02% (n = 340,000) | E. coli UTI89 K1F phage lysis, alamar blue, 2 h; higher % means a stronger effect | inhibition, % at 100 µM; hits with a dose series show IC50 in µM;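 active means phage lysis inhibition, versus mean bacterial control, above a set limit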;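 further: capsule biogenesis inhibitors block K1F phage lysis so surviving cells raise fluorescence; higher fluorescence means more inhibition of phage lysis; actives were called in the ten point dose series up to 300 µM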
The depositor's hits bear a star; [ ] = remark or other dose. Some of the compounds tested; count on the stated rates, not on these rows.

SMILES	K1F lysis inhibition
NC1(C(=O)O)CCCCC1c1ccccc1 (stereo not given)	-1.3%
Cc1ccc(S(=O)(=O)N2CCC(C(=O)OC(C)C(=O)N(C)c3ccccc3)CC2)cc1C (stereo not given)	0.5%[50 µM]
CNc1nc(NC)c2cn[nH]c2n1	-1.6%
NC(=O)CC[C@H](NC(=O)c1ccc(F)cc1)C(=O)OCC(=O)NCc1ccc2c(c1)OCO2	-1.7%
CC(C)(C)OC(=O)NCc1ccc(CNC(=O)c2nc[nH]c2C(=O)N2CCc3ccccc3C2)cc1	0.3%
CN(CC(=O)Nc1ccc(F)cc1)C(=O)COC(=O)c1cc(S(=O)(=O)N(C)C)ccc1N1CCCC1	0.3%[50 µM]
CC(=O)c1c(C)[nH]c(C(=O)OCC(=O)c2ccc(C)s2)c1C	0.7%[50 µM]
CN(C)CCNC(=O)c1cccc2ccc(-c3ccc(-c4ccccc4)cc3)nc12	-3.3%
COc1ccccc1/C=C/C(=O)OCC(=O)N1c2ccccc2CC1C (stereo not given)	0.8%[50 µM]
CC(C)(C)C(=O)CSc1ccc(S(=O)(=O)N2CCCC2)cn1	0.6%[50 µM]
COc1cccc(CNC(=O)C(=O)NCCC2CCCCN2S(=O)(=O)c2cccs2)c1 (stereo not given)	-0.3%[50 µM]
CCN(C[C@H]1N[C@@](C)(C(=O)OC)[C@H]2C(=O)N(Cc3ccccc3)C(=O)[C@@H]12)C(=O)C1CCCCC1	1.2%
Cc1nnc(SCC(=O)N2CCN(c3cccc(Cl)c3)CC2)n1C1CC1	1.7%[50 µM]
O=C(COC(=O)c1ccco1)Nc1cc(S(=O)(=O)N2CCOCC2)ccc1Cl	-0.8%
Cc1c(C(C)CCCO)oc(=O)c2c1Oc1c(C)c(C(C)C[C@@H](C)O)oc(=O)c1C2 (stereo not given in full)	1.3%
CS(=O)(=O)c1cccc(C(=O)OCC(=O)Nc2ccc3c(c2)OCO3)c1	0.7%[50 µM]
Nc1c(C(=O)CSc2nnnn2-c2ccc(O)cc2)c(=O)[nH]c(=O)n1C1CC1	0.8%[50 µM]
COc1ccccc1N1CCN(C(=O)c2cccc(S(=O)(=O)N3CCCCCC3)c2)CC1	-0.1%[50 µM]
O=C(OCCc1cc2ccccc2c(=O)o1)c1ccc2c(c1)OCO2	3.0%
Cc1ccc([N+](=O)[O-])cc1S(=O)(=O)Nc1cccc(S(=O)(=O)NC2=NCCC2)c1	1.4%
O=C(COC(=O)c1cc(=O)[nH]c(=O)[nH]1)Nc1cccc(Cl)c1	0.4%[50 µM]
Cc1ccc(CC2(c3ccccc3)NC(=O)NC2=O)cc1 (stereo not given)	4.6%
Cn1c(COc2ccccc2)nnc1SCC(=O)Nc1nnc(C2CC2)s1	-0.2%
COc1ccc(S(N)(=O)=O)cc1C(=O)OCC(=O)Nc1ncc(Cl)c(C)c1Cl	1.2%
CCCCN(C(=O)COC(=O)c1ccc(C)s1)c1c(N)n(CCC)c(=O)[nH]c1=O	-2.9%
OCCCn1c(C2CCCN2c2nc(-c3ccc(Cl)cc3)cs2)nc2cc(Cl)c(N3CCCCC3)cc21 (stereo not given)	1.6%
CC[C@@H]1CCCCc2ccccc2[C@H](C(=O)C[C@H](O)CC(C)=O)OC1=O	0.4%
CC(C)CN(C(=O)CCNC(=O)c1ccccc1Cl)C1CCS(=O)(=O)C1 (stereo not given)	0.3%[50 µM]
O=C(COC(=O)/C=C/c1cccc(Br)c1)NCCc1ccccc1	0.3%[50 µM]
Cc1ccc(S(=O)(=O)N2CCC(C(=O)OCC(=O)N3CCCCC3C)CC2)cc1C (stereo not given)	0.8%[50 µM]
O=[N+]([O-])c1ccc(S(=O)(=O)NCC(c2cccnc2)N2CCc3ccccc32)cc1 (stereo not given)	-0.9%[50 µM]
CCCCN1C(N)=NC[C@@H]1c1ccccc1	0.7%
CC(Sc1nnc(-c2cccnc2)o1)C(=O)NC1CCCCC1 (stereo not given)	0.8%[50 µM]
CCC(=O)c1ccc(OCC(=O)OCC(=O)Nc2ccc(C)c(S(=O)(=O)N3CCCCC3)c2)cc1	-0.2%[50 µM]
O=C(COc1ccccc1F)NNC(=O)Cc1ccc(S(=O)(=O)N2CCOCC2)s1	-1.4%
CC(C)(C)OC(=O)C[C@H]1C/C=C\C[C@H](CC(=O)N(CCO)Cc2ccccc2)C(=O)N[C@@H](Cc2ccccc2)COC1=O	0.1%
O=C(CNC(=O)OCc1ccccc1)NC1(C(=O)O)CCCC1	-0.8%
O=C1C(c2ccccc2)C2C=CC(C2)N1O (stereo not given)	0.4%
Cc1c(Cl)cccc1-n1cnc(=O)c2ccccc21	-2.5%
COc1ccc(NC(=O)C2=CC=CN3CCS(=O)(=O)N=C23)c(OC)c1	0.1%
CC1(c2ccccc2)NC(=O)N(NC(=O)COC(=O)c2cc(Br)ccc2O)C1=O (stereo not given)	0.1%[50 µM]
COc1ccc(S(=O)(=O)N(C)C[C@H]2Oc3ccc(NS(=O)(=O)c4cccs4)cc3CC(=O)N([C@H](C)CO)C[C@H]2C)cc1	-0.7%
O=S(=O)(NCC1CCCO1)c1ccc(S(=O)(=O)N(Cc2ccccc2F)C2CCCCC2)cc1 (stereo not given)	0.3%
CCN(CC)C(=O)[C@H]1C[C@H](CC(=O)NC/C=C(\C)CCC=C(C)C)C(=O)N2CCc3c([nH]c4ccc(Cl)cc34)[C@]12C	0.4%
COc1ccc(NC(=O)CN(C)CC(=O)NC2CCC(C)CC2)cc1 (stereo not given)	0.2%[50 µM]
COc1ccc(S(=O)(=O)Nc2ccc3c(c2)C(=O)N([C@H](C)CO)C[C@H](C)[C@@H](CN(C)C(=O)Nc2ccc(C(F)(F)F)cc2)O3)cc1	3.1%
Cc1ccc(S(=O)(=O)N2CCN(C(=O)COC(=O)c3ccccn3)CC2)c(C)c1	0.5%[50 µM]
Cn1c2ccccc2c(=O)c2cc(C#Cc3cccc(N)c3)ccc21	-0.9%
O=C(O)c1cccc2c1C(=O)c1ccc(N3CCCCC3)cc1S2(=O)=O	0.2%
CCN(CC(=O)Nc1ccc(OC)cc1)C(=O)c1ccc(=O)n(Cc2ccccc2)n1	0.7%[50 µM]
CC(C)c1cccc(-c2ccc3c(c2)S(=O)(=O)c2cccc(C(=O)NCc4ccccc4)c2C3=O)c1	0.1%
O=C(COc1ccccc1)OCC(=O)N1CCCc2ccccc21	1.2%[50 µM]
CC(OC(=O)c1ccccc1NCCO)C(=O)Nc1ccc(S(=O)(=O)N2CCOCC2)cc1 (stereo not given)	1.0%[50 µM]
CN(Cc1ccccc1)C(=O)c1[nH]cnc1C(=O)NCCCCCNC(=O)OC(C)(C)C	0.3%
Cc1cccc2c(=O)c(C(=O)NCc3cccs3)c[nH]c12	0.2%
O=C1NC(=O)C2(CCCCCC2)N1	-4.0%
Cc1ccc(C(=O)c2c3ccccc3[n+]([O-])n2[C@@H](C)C(N)=O)cc1	1.3%
C[C@H](CO)N1C[C@H](C)[C@@H](CN(C)C)Oc2c(NC(=O)CCCCCC(=O)Nc3ccccc3N)cccc2C1=O	0.4%
COc1ccc(/C=C2\CCCCC2=O)cc1	-0.8%
COC(=O)C1=C(C)N(Cc2ccccc2)C(=NCCc2cccnc2)N[C@H]1c1ccc(Br)cc1	6.3%

Continuation.
SMILES	K1F lysis inhibition
N#Cc1ccsc1NC(=O)COC(=O)CCS(=O)(=O)c1ccccc1	9.9%
CCN(CC)S(=O)(=O)c1ccc(N2CC(C(=O)NCCc3c[nH]c4ccccc34)CC2=O)cc1 (stereo not given)	1.0%[50 µM]
Cc1ccc(CNC(=O)[C@]2(C)CCC[C@@]3(C)C4CC[C@@]5(C)C[C@]4(CCC32)CC5=O)cc1 (stereo not given in full)	0.1%
CC(C)CC1Nc2ncnc(N3CCN(c4ccccc4)CC3)c2N(Cc2ccc(Br)cc2)C1=O (stereo not given)	-0.5%
S=C1NCCC12C(=S)Nc1ccccc12 (stereo not given)	0.1%
CC(C)(C)OC(=O)C[C@@H]1C/C=C\C[C@@H](CC(=O)N[C@@H](CO)Cc2ccccc2)C(=O)N2CCC[C@H]2COC1=O	-0.5%
CCOC(=O)C1=NN(c2ccccc2)C2=NC(C)=C(C(=O)OC)C(c3cccs3)N12 (stereo not given)	0.0%
Cc1ccc(SCC(=O)Nc2oc(C)c3c(C)n[nH]c(=O)c23)cc1C	0.2%[50 µM]
O=C(COC(=O)c1ccccc1OC(F)F)Nc1ccc(N2CCCCC2)cc1	0.3%[50 µM]
COc1ccc2nc(SCC(=O)Nc3ccc4[nH]c(=O)[nH]c4c3)[nH]c2c1	0.8%[50 µM]
O=c1c2ccccc2oc2cc(Br)ccc12	0.1%
COc1ccc(CN2CCC3CC2c2cc(Cl)ccc23)cc1 (stereo not given)	0.3%
CCOC(=O)c1cc([N+](=O)[O-])cc([N+](=O)[O-])c1Sc1ncnc2nc[nH]c12	-3.0%
Cc1cccc(NC(=O)CN2CCN(C(=O)CNC(=O)Cc3cccc4ccccc34)CC2)c1C	0.5%[50 µM]
COc1ccc(S(=O)(=O)N2CCN(Cc3ccccc3[N+](=O)[O-])CC2)cc1	0.5%
CCCCC(=O)Nc1ccc(N2CCCC2)cc1	0.5%[50 µM]
Cc1ccc(C(=O)OCC(=O)NC(C)c2ccccc2)s1 (stereo not given)	2.5%
ClCc1c2ccccc2cc2ccccc12	1.4%
CCCCN(C(=O)c1ccc(S(=O)(=O)N2CCOCC2)cc1)C1CCS(=O)(=O)C1 (stereo not given)	2.0%[50 µM]
CCc1noc(C)c1C(=O)Nc1ccccc1N1CCOCC1	1.2%[50 µM]
CN(C)C(=O)CCc1ccc2c3c([nH]c2c1)[C@]1(C)[C@@H](C(=O)N2CCCCC2)C[C@H](CC(=O)NCc2cccc(C(F)(F)F)c2)C(=O)N1CC3	-0.3%
CC(=O)C(C(c1ccccc1)N1CCOCC1)N1CCOCC1 (stereo not given)	0.9%
COc1ccc(CN(C)C(=O)/C=C/c2ccc(S(=O)(=O)N3CCOCC3)cc2)cc1F	0.2%[50 µM]
COc1ccc(NC(=O)CSc2nnc(C)s2)cc1S(=O)(=O)N1CCOCC1	1.0%[50 µM]
CCN1C[C@@H]2[C@@H]3C(=O)N(C)C(=O)[C@@H]3[C@](CC)(C1=O)N2C(=O)c1ccc(F)cc1	1.4%
N#Cc1ccc(C(=O)N2CCN(S(=O)(=O)c3ccc(Cl)s3)CC2)cc1	0.1%[50 µM]
N#Cc1ccc(C(=O)NC(=S)N2CCN(C=O)CC2)cc1	1.2%
O=C(Cn1cc(Br)ccc1=O)Nc1ccc2c(c1)OCO2	0.2%[50 µM]
c1ccc(-c2nnc3nc(N4CCCCC4)nc(N4CCCCC4)n23)cc1	1.8%
Cc1sc(NC(=O)C2=COCCO2)nc1-c1ccc(F)cc1	0.5%[50 µM]
COc1ccc(NC(=O)c2ccccc2NC(=O)CN2CCCCCC2)cc1	0.9%[50 µM]
COc1ccccc1N(C)S(=O)(=O)c1ccc(C(=O)N2CCC2)cc1	0.3%[50 µM]
CC(=O)Nc1ccc2c(c1)Cc1ccc(Cl)cc1-2	1.0%
O=[N+]([O-])c1cccc(N=Cc2ccccc2)c1	4.2%
CCCn1c(SC(C)C(=O)NC2CC2)nnc1-c1ccncc1 (stereo not given)	0.7%[50 µM]
COc1cc(-c2noc(C)c2C(=O)NCCCN2CCCC2=O)cc(OC)c1OC	2.2%
COCCNC(=O)c1cc(S(=O)(=O)N2CCCCC2)ccc1N1CCOCC1	1.4%[50 µM]
Nn1c(SCC(=O)NCCc2ccc(F)cc2)nnc1C1CCCCC1	0.6%[50 µM]
NS(=O)(=O)c1ccc(CNC(=O)Cc2ccc(S(=O)(=O)N3CCOCC3)s2)cc1	1.3%[50 µM]
F[B-](F)(F)c1cncc2ccccc12	0.1%
CN(CC(=O)Nc1ccccc1C(F)(F)F)C(=O)c1cccc(-n2cccc2)c1	0.4%[50 µM]
Cc1ccc(S(=O)(=O)N(C)C[C@H]2Oc3ccc(NC(=O)Nc4c(C)noc4C)cc3CC(=O)N([C@@H](C)CO)C[C@@H]2C)cc1	0.2%
COc1cccc(NC(=O)CN(C)C(=O)c2ccc(COc3ccccc3)o2)c1	-0.5%[50 µM]
Cc1cc(C)c2c3c(cn2n1)c(=O)n(C)c(=O)n3C	-2.7%
